Large T inhibition: SV40 large T antigen inhibitors, biochemical (AID 1903); SV40 large T antigen ATPase/helicase inhibition assay; higher % means a stronger effect; inhibition, % at 20 µM, or IC50 in µM where a hit was titrated; actives 0.39% (n = 310,000); in the data active = a potency from the dose series; inconclusive = inhibition mostly from about 32% at the one dose, without a potency; inactive = the rest, 99 in 100 with inhibition below about 32%; also: strong numbers were not always called active
K1F lysis inhibition: inhibition of K1F phage lysis, E. coli UTI89, bacterial capsule biogenesis inhibitors, alamar blue (AID 488966); E. coli UTI89 K1F phage lysis, alamar blue, 2 h; higher % means a stronger effect; inhibition, % at 100 µM; hits with a dose series show IC50 in µM; actives 0.02% (n = 340,000);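 active = phage lysis inhibition, versus mean bacterial control, above a set limit; inconclusive = no clear call, values can overlap the other calls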;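 also: capsule biogenesis inhibitors block K1F phage lysis so surviving cells raise fluorescence; higher fluorescence means more inhibition of phage lysis; actives were called in the ten point dose series up to 300 µM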
Myeloid diff 2: myeloid differentiation induction; actives 1% (n = 360,000); AID 624256; calls only at 10 µM; ER-HoxA9 myeloid progenitors, lysozyme-GFP differentiation, flow cytometry;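 active = normalized GFP-positive differentiation at or above the plate's own cutoff, the solvent-only control mean plus 3 SD; inconclusive = no clear call, values can overlap the other calls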;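 also: cells exposed to compound for four days before flow analysis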
T cell modulator: T cell immune modulators affecting CD8 T cell-vesicle binding | 2C CD8+ T cell-vesicle binding, flow cytometry; stronger effect = lower value | calls only at 7 µM | actives 0.068% (n = 330,000);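 active = response, share of CD8 T cells binding vesicles, and their 90th percentile fluorescence all below set limits, cut at about 80% in these data, passing the limit was not always enough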
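material = purified 2C TCR transgenic mouse naive CD8+ T cells | controls = Unloaded micro-vesicles (low), QL9 vesicles with 0.7% DMSO (high) | detection = cytometric PE anti-B7-1 and Alexa647 anti-CD8 signals after 1% paraformaldehyde fixation | incubation = binding step 1.5 h, 37 °C, antibody labelling 20 min, ice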
TNAP activation fold: stimulation of alkaline phosphatase TNAP activity – biochemical, luminescent, no phosphate acceptor, uHTS, primary screen (AID 1001); purified TNAP, luminescent activation assay, no phosphate acceptor; higher activation fold means a stronger effect; activation fold at 20 µM; hits with a dose series show EC50 in µM; actives 0.03% (n = 200,000); in the data active = activation fold from about 3, or a potency from the dose series; inactive = the rest, 99 in 100 with activation fold below about 1.6; also: many of its hits are not listed in these tables
NTR1 ag: NTR1-driven beta-arrestin-GFP spot formation – imaging, U2OS cells, high content, primary screen (AID 493036). agonist mode. activation, % at 20 µM. actives 0.17% (n = 330,000);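 active = activation at or above 40% of the spot to cytoplasm intensity ratio, with at least 20 cells analyzed; inconclusive = wells under 20 cells, flagged as cytotoxic or low count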;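 also: 0% = DMSO without peptide and 100% = 100 nM NTR1 peptide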
Target sequence (P30989 whole entry, looked up): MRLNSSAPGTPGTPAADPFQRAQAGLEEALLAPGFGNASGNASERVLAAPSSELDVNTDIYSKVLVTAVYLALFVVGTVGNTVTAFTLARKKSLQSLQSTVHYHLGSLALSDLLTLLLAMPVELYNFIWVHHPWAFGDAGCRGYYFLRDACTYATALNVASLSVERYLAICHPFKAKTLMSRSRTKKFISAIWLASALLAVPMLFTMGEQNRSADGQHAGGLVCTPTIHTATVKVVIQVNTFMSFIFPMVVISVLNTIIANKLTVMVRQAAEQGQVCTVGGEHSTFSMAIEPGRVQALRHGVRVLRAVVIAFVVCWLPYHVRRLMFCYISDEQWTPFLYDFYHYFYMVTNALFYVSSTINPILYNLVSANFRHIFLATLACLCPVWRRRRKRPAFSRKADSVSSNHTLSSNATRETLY
RSV CPE inhibition: RSV antiviral activity via CPE protection, HEp-2 cells, primary 10 µM value included (AID 2391); actives 0.13% (n = 310,000); HEp-2 cells, RSV-induced CPE inhibition; higher % means a stronger effect; CPE inhibition, % at 10 µM; hits with a dose series show IC50 in µM; in the data active = a potency from the dose series; inconclusive = CPE inhibition mostly from about 23% at the one dose, without a potency; inactive = the rest, 99 in 100 with CPE inhibition below about 21%; also: strong numbers were not always called active
Rac1 GTP hydrolysis: MgcRacGAP GTPase-activating activity inhibitors, confirmation, biochemical, ADP Hunter fluorescence. MgcRacGAP-stimulated Rac1 GTP hydrolysis, ADP Hunter fluorescence; higher % means a stronger effect; GST-tagged Rac1 F28L mutant substrate. actives 0.6% (n = 340,000). AID 624330. one-dose inhibition, % at 30 µM; IC50 in µM for titrated hits;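 active = first-screen hits whose inhibition reached a set limit at any dose in the follow-up dose series; inconclusive = inhibition above the set first-screen limit but never retested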;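 also: fluorescence reports GDP produced by GAP-driven GTP hydrolysis; strong numbers were not always called active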
PhoP inhibition: PhoP-dependent GFP reporter repression – Salmonella Typhimurium, primary screen (AID 1863); S. Typhimurium PhoP-regulated promoter GFP reporter, 4 h; higher % means a stronger effect; one-dose inhibition, % at 50 µM; IC50 in µM for titrated hits; actives 0.16% (n = 300,000);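 active = inhibition over 29.93%, a cutoff 3 SD above the screen mean, later confirmed by dose response; inconclusive = inhibition over 29.93% but no dose response follow-up; inactive = inhibition at most 29.93% or unconfirmed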;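 also: 0% = low Mg2+ inducing control and 100% = high Mg2+ repressing control; strong numbers were not always called active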
T cell modulator vesicle-bound %: recorded beside T cell modulator, whose call it bears; double positive events, %; measured here: CD8+ vesicle-bound cell fraction;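 binding gate set so that unloaded-vesicle control wells show 10% double positive cells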
NTR1 ag cell count 20 µM: also measured in NTR1 ag; calls as there; cell count; measured here: cell count, cytotoxicity flag
Myeloid diff 2 GFP+ MAC1+ %: second read-out of Myeloid diff 2, no call of its own (marks repeat the call); GFP+ MAC1+ double positive, %; measured here: differentiation confirmed by MAC1 staining
Starred values were filed as active, the others as inactive; i = inactive; u = inconclusive; x = not tested or not shown; [ ] = remark or other dose.

SMILES	Large T inhibition	K1F lysis inhibition	Myeloid diff 2	Myeloid diff 2 GFP+ MAC1+ %	T cell modulator	T cell modulator vesicle-bound %	TNAP activation fold	NTR1 ag	NTR1 ag cell count 20 µM	RSV CPE inhibition	Rac1 GTP hydrolysis	PhoP inhibition
Cc1nn(-c2ccccc2)c(N)c1C(O)(C(F)(F)F)C(F)(F)F	23%	5.3%	i	0.3	i	46	0.9	0.2	27	1.7%	3%	7%
Cc1cc(C(=O)COC(=O)C23CC4CC(CC(O)(C4)C2)C3)c(C)n1C	x	i	i	0.5	i	29	x	-0.3	73	x	-4%	x
CSc1nc(Cl)c(Cc2ccc(OC(C)C)cc2)c(N(C)C)n1	14%	3.5%[50 µM]	i	0.4	i	4	1.1	6.1	74	3.3%	5%	1%
Cc1cc(NC(=O)COc2cccc([N+](=O)[O-])c2)no1	10%	0.2%	i	1.7	i	58	x	3.7	51	-0.1%	3%	-4%
COc1ccccc1-c1csc(Cc2nnc3n2CCCCC3)n1	5%	0.5%	i	0.8	i	52	1.1	1.0	46	0.8%	3%	-7%
C=CCNC(=S)N1CCN(c2cccc(C(F)(F)F)c2)CC1	18%	4.9%	i	0.6	i	43	1.1	-0.5	30	15%	9%	5%
O=C1c2[nH]nc(-c3ccccc3O)c2C(c2ccc(F)cc2)N1CC1CCCO1 (stereo not given)	8%	0.3%	i	1.6	i	21	1.7	3.5	104	1.7%	9%	8%
COc1ccc(CN(C(=O)c2cc(=O)c3cc(C)cc(C)c3o2)C2CCS(=O)(=O)C2)cc1 (stereo not given)	11%	-0.7%	i	0.8	i	40	x	-0.7	30	x	1%	-6%
Cc1cccc(-c2nc(CS(=O)CC(=O)NCC3CCCO3)c(C)o2)c1 (stereo not given)	7%	0.7%	i	1.1	i	36	1	0.4	92	2.9%	4%	2%
COc1ccccc1N(C)S(=O)(=O)c1ccc(C(=O)Nc2ccc(C)cc2C)cc1	x	0.2%[50 µM]	i	0.5	x	x	x	-0.1	49	x	12%	x
O=C(O)c1cc(N=Cc2c(O)c3ccccc3oc2=O)ccc1O	23%	0.9%[50 µM]	i	0.5	i	49	x	-0.4	82	0.8%	21%	20%
CCc1[nH]nc(C(=O)N2CCCC(CO)(Cc3ccc(F)cc3F)C2)c1C (stereo not given)	6%	0.2%	i	1.9	i	38	x	0.6	52	4.1%	2%	14%
CN(Cc1ccncc1)C1CC(=O)N(c2ccc(Cl)cc2)C1=O (stereo not given)	9%	0.8%	i	0.3	i	5	1.1	0.3	63	-0.5%	11%	-9%
Cc1ccc(C(=O)NNC(=O)c2ccccc2)cc1S(=O)(=O)N1CCCCC1	x	0.1%[50 µM]	i	1.1	i	37	x	-1.6	69	0.5%	3%	x
CS(=O)(=O)c1ccc(Cl)c(NC(=O)c2cccc(N3C(=O)CCC3=O)c2)c1	18%	0.6%[50 µM]	i	0.6	i	58	x	0.1	63	-0.6%	11%	5%
CC(=O)c1cccc(NC(=O)CCS(=O)(=O)c2cccc3nonc23)c1	12%	0.0%	i	0.7	i	32	1.1	-0.8	84	3.8%	6%	8%
COC(=O)c1cc(S(=O)(=O)NC2CCCCC2)cn1C	15%	-0.4%	i	3.6	i	44	x	-0.2	55	0.0%	6%	1%
C=CCn1c2ccccc2c2nnc(SCC(N)=O)nc21	10%	-0.1%	i	0.5	i	20	x	0.6	81	1.7%	12%	-2%
CCC(=O)N1CCN(c2ccc(NC(=O)COc3ccccc3[N+](=O)[O-])cc2)CC1	4%	-0.1%	i	0.6	i	24	1.1	6.3	69	3.7%	u	-6%
COC(=O)c1ccc(CNC(=O)COC(=O)c2cccs2)cc1	x	-0.3%	i	0.9	i	53	x	2.0	53	x	4%	x
CN(C)Cc1c(C(=O)N/N=C/c2ccco2)nnn1-c1nonc1N	8%	-0.3%	i	1.1	i	24	x	1.4	54	0.6%	5%	0%
COc1ccc(CN(CC(=O)NCC2CCCO2)C(=O)CCC(=O)Nc2cc(C)on2)cc1 (stereo not given)	1%	1.8%	i	1.6	i	50	1.1	0.6	59	2.9%	8%	-7%
Cc1ccc(NS(=O)(=O)c2cccc([N+](=O)[O-])c2)nc1	3%	-2.2%	i	0.2	i	52	1.1	0.6	62	1.2%	9%	0%
COc1ccc(-c2ccc3nnc(SCC(=O)NCC4CCCO4)n3n2)cc1 (stereo not given)	8%	0.3%[50 µM]	i	0.9	i	46	x	-0.9	53	-1.6%	2%	-7%
COc1ccc(Br)cc1-c1noc(-c2ccccc2F)n1	12%	-0.1%	i	0.8	i	41	1.1	1.5	50	1.4%	8%	-4%
O=C(NCc1ccco1)c1ccc(N2CCCCC2)c([N+](=O)[O-])c1	8%	1.4%[50 µM]	i	0.5	i	8	1	0.5	75	6.1%	3%	4%
CC(C)CC(=O)N1CCN(c2ccc([N+](=O)[O-])cc2Cl)CC1	5%	0.1%	i	0.4	i	53	1.1	-1.5	81	22%	3%	-12%
CC(=O)N(CC(C)C(=O)O)c1c(I)cc(I)c(N)c1I (stereo not given)	21%	5.3%	i	5.5	i	16	x	4.9	57	-2.9%	-2%	-8%
CNC(=O)c1sc(-c2ccc(Cl)cc2)nc1C	13%	0.6%	i	0.8	i	39	1.1	-0.1	57	x	13%	-7%
NNC(=O)c1[nH]c2ccc(Cl)cc2c1-c1ccccc1	16%	0.4%	i	1.5	i	35	x	0.1	51	1.4%	11%	-12%
O=C(Nc1cccc(S(=O)(=O)N2CCCCCC2)c1)C1CCN(C(=O)c2ccc(Cl)cc2)CC1	4%	0.6%[50 µM]	i	1.1	i	47	x	3.5	56	u	4%	-7%
O=C(COC(=O)CCNS(=O)(=O)c1ccccc1)Nc1ccc(OC(F)F)cc1	x	-0.1%[50 µM]	i	0.3	i	50	x	0.4	44	0.3%	3%	x
CCOc1ccc(N(CC(=O)Nc2ccc(C)c(C)c2)S(=O)(=O)c2c(C)[nH]c(=O)[nH]c2=O)cc1	11%	-0.6%	i	0.6	i	47	x	-1.0	54	2.1%	3%	9%
CCc1ccc(NC(=O)CSc2nnc(-c3cnccn3)n2C)cc1	15%	0.1%	u	x	i	19	x	-0.8	68	2.9%	-17%	-7%
Cc1c(C#N)c(O)n(CCO)c(=O)c1N=Nc1ccc2c(c1)COC2=O	7%	0.3%	i	0.4	i	36	x	4.5	51	x	7%	-3%
CC1CCCN(Cc2nc3c(c(=O)n(C)c(=O)n3C)n2CCCc2ccccc2)C1 (stereo not given)	4%	0.7%	i	0.8	i	19	1.1	1.8	37	-0.1%	6%	-2%
O=C(CCN1C(=O)c2ccccc2S1(=O)=O)NCc1ccccc1Cl	x	0.7%[50 µM]	i	1.2	x	x	x	2.2	46	x	-1%	x
COc1cccc(NC(=O)c2ccc3snnc3c2)c1	7%	-0.1%	i	0.8	i	2	1	2.4	36	0.0%	13%	0%
COc1ccc(NC(=O)c2cccnc2)cc1	6%	0.1%	i	0.3	i	64	x	-0.1	82	-0.6%	6%	-6%
COC(=O)CC(NC(=O)c1cccs1)c1ccc(OC)c(OC)c1 (stereo not given)	19%	-0.6%	i	1.1	i	2	1	-0.1	38	0.9%	-3%	1%
CCOC(=O)/C(C#N)=C/c1cn(CCC(=O)O)nc1-c1ccc(Br)cc1	8%	0.4%	i	0.3	i	16	1.1	0.6	35	1.7%	4%	5%
O=C(Nc1cccc2cccnc12)c1cc(F)c(F)cc1Cl	3%	-0.6%	i	1.2	i	54	x	0.9	81	2.3%	0%	12%
O=C(NCCCn1ccnc1)c1nn2c(C(F)(F)F)cc(-c3ccccc3)nc2c1Cl	15%	-0.3%	i	0.0	i	52	0.7	0.2	53	-1.2%	9%	-6%
Cc1c(-c2ccccc2)oc2c(C(=O)N3CCN(c4ccc([N+](=O)[O-])cc4)CC3)cccc2c1=O	6%	-0.4%	i	0.0	i	16	1.1	1.3	52	4.2%	3%	-8%
N#Cc1cc([N+](=O)[O-])ccc1N1CCCC1	8%	-4.3%	i	1.4	i	42	0.9	2.5	44	14%	11%	6%
Cc1nn(-c2cccc([N+](=O)[O-])c2)c(N)c1-c1ccccc1	-3%	0.1%	i	0.2	i	37	1.1	0.7	74	0.7%	8%	-6%
Cc1ccc(CN(C(=O)c2ccco2)C2CCS(=O)(=O)C2)cc1 (stereo not given)	10%	1.4%[50 µM]	i	1.0	i	40	x	0.7	64	1.0%	6%	-2%
O=C(CSc1nnc(CNC(=O)c2c(F)cccc2Cl)o1)Nc1ccccc1	-16%	0.4%	i	1.0	i	23	1.1	1.9	54	2.0%	7%	22%
CCOc1ccc(S(=O)(=O)N2CCCC(C(=O)N3CCOCC3)C2)cc1 (stereo not given)	27%	0.1%	i	0.7	i	30	x	0.0	57	-0.1%	0%	0%
CCOC(=O)c1sc2ccccc2c1OC(=O)c1ccc(C)cc1	16%	-5.2%	i	1.0	i	59	1.1	-3.1	35	1.8%	0%	-5%
COc1ccc(C(=O)CC(=O)C(=O)Nc2ccc(OC)c(Cl)c2)cc1	2%	-0.1%	i	0.8	i	36	x	0.4	86	8.9%	5%	-6%
O=C(CSc1ccc(F)cc1)NC1CCCCC1	-6%	0.2%	i	0.1	i	41	1.1	1.4	63	1.4%	8%	-11%
COc1ccc(-c2n[nH]c(=S)n2CC(C)C)cc1	13%	1.4%	i	1.6	i	39	0.7	-0.2	90	5.3%	8%	1%
Cc1noc(C)c1S(=O)(=O)N1CCCC(C(=O)NCc2ccccn2)C1 (stereo not given)	2%	-1.8%	i	0.2	i	34	1.1	-2.0	66	0.7%	-6%	2%
O=c1c(Cl)c(N2CCOCC2)cnn1-c1nc2ccccc2[nH]1	10%	-0.3%	i	0.2	i	6	1.3	-0.6	52	0.5%	4%	-7%
